# SIRT5 inh = SIRT5 desuccinylase inhibitors, primary screen, biochemical, fluorescence imaging, single point, set 5 | NAD-dependent protein deacylase sirtuin-5, mitochondrial (Homo sapiens), Q9NXA8 | Purified SirT5, succinyl-peptide AMC, trypsin-coupled fluorescence | inhibition, % at 15 µM | 330,000 tested, 1.1% active | AID 652115, 2013; in the data active = inhibition above about 15%; inconclusive = no clear call, values can overlap the other calls
# Statin myotox sup = suppressors of statin myotoxicity in C2C12 myotubes, primary screen, cell-based, single point, plate reader; C2C12 myotubes + simvastatin, ATP luminescence, 48 h; scaled: DMSO 0, geranylgeraniol control 100; rescue of ATP level, % at 7.49 µM; 330,000 tested, 0.78% active;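 active = mean ATP rescue above about 67%, or every replicate alone reaching that limit, limit read from the data, passing the limit was not always enough; inconclusive = no clear call, values can overlap the other calls; inactive = mean under the limit and some replicate under it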;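 note: myotubes were challenged with 10 µM simvastatin during compound exposure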
# E-selectin induc = E-selectin induction in HUVECs, primary screen, imaging, HUVEC, immunofluorescence imaging, single point | normalized: neutral wells 0, TNF-alpha wells 100 | 260,000 tested, 0.37% active | activation, % at 7.58 µM;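 active = mean E-selectin-positive cell signal at least 10% of the positive control, reached in at least 60% of replicates, without over 20% cell loss; inconclusive = no rule given, readout overlaps actives, possibly toxicity-flagged; inactive = the rest, including those meeting only one limit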;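 note: in these data hits start at about 27%; measured in HUVEC primary endothelial cells; signal is the percent of cells scored E-selectin positive by PE staining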
# Target sequence (P16581 whole entry, looked up): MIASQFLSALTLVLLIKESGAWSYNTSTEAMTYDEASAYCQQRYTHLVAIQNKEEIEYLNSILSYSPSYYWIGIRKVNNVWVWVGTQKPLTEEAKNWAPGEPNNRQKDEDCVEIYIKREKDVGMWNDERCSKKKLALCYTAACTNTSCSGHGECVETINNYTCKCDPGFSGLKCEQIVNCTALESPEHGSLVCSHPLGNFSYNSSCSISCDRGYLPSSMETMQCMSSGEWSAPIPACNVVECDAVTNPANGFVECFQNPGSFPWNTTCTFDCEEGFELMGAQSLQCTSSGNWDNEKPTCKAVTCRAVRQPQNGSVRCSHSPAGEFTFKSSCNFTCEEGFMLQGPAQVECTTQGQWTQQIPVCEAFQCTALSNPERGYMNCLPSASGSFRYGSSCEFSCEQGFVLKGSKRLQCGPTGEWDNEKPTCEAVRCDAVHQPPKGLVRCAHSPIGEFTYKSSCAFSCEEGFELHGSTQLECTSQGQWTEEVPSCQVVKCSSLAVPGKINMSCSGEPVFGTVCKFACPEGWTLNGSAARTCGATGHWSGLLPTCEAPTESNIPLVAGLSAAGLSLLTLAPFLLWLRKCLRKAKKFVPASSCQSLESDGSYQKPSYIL
#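 Material: HUVEC primary endothelial cells; Amount: 3,000 cells per well; Dosing: single concentration; Medium: EGM-2 growth medium on 0.1% gelatin-coated wells; Read-out basis: percent E-selectin-positive cells; Signal: immunofluorescence imaging; Control set: TNF-alpha, DMSO.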
# S100A4 MyoIIA = inhibitors of S100A4-myosin IIA peptide binding, primary screen, biochemical, fluorescence polarization, TAMRA-MyoIIA peptide | Protein S100-A4 (Homo sapiens), P26447 | inhibition, % at 10.7 µM | 360,000 tested, 0.14% active | AID 652163, 2013;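 active = mean inhibition of at least 70% across replicates, with every replicate also reaching that level; inconclusive = mean inhibition reaches 70% but some replicates fall short; inactive = mean inhibition below 70%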
#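 Test system – S100A4 monomer (human) · Compound – single-point compound testing · Schedule – 5 min incubation before reading · Probe or stimulus – TAMRA-labelled myosin IIA heavy-chain peptide probe, 5 nM · Benchmarks – neutral control DMSO, positive control TFP · Medium – Calcium-containing HEPES buffer, pH 7.2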
# ERp5 block = inhibitors of ERp5-driven insulin aggregation, primary screen, biochemical, turbidity, absorbance 650 nm, single point; Protein disulfide-isomerase A6 (Homo sapiens), Q15084; 90 min; inhibition, % at 9.99 µM; 350,000 tested, 0.05% active; AID 651711, 2012;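 active = mean replicate inhibition above about 25%, with every replicate also reaching it, limit read from the data, passing the limit was not always enough; inconclusive = only one of those two criteria met; inactive = neither criterion met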
# Target sequence (Q15084 whole entry, looked up): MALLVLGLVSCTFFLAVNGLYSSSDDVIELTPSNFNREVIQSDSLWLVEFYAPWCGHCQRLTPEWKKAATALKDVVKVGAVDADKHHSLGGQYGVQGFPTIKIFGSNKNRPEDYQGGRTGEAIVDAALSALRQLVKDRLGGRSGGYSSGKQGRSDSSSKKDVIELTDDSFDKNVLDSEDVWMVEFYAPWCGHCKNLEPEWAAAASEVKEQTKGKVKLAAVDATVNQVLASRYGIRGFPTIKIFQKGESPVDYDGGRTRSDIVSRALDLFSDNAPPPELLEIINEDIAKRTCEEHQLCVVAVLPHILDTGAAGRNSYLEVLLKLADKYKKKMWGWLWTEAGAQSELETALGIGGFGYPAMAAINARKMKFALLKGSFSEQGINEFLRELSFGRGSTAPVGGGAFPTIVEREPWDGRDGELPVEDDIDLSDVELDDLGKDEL
# DENV2 CPE = inhibitors of DENV2 cytopathic effect, primary screen, cell-based, plate reader, single concentration. AID 651640, 2012. DENV2-infected cells, cytopathic effect rescue. 350,000 tested, 1.7% active. CPE inhibition, % at 9.99 µM; in the data active = CPE inhibition above about 20%, passing the limit was not always enough; inconclusive = no clear call, values can overlap the other calls; tested in BHK-21 cells;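 note: 0% = median of neutral control wells and 100% = median of positive control wells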
# PglD DTNB = C. jejuni PglD acetyltransferase inhibitors, primary screen, biochemical, DTNB colorimetric, single point | purified PglD enzyme, DTNB colorimetric CoA detection | inhibition, % at 12.5 µM | 360,000 tested, 0.098% active; in the data active = inhibition above about 16%, passing the limit was not always enough; inconclusive = no clear call, values can overlap the other calls; note: strong numbers were not always called active
# Active calls of the source: *; ? = inconclusive; · = no result given; & = joins results of further samples.
cpd	Structure	SIRT5 inh	Statin myotox sup	E-selectin induc	S100A4 MyoIIA	ERp5 block	DENV2 CPE	PglD DTNB
1	CC(C)NC(=O)N(C)C[C@@H]1Oc2c(NC(=O)c3nc4ccccc4s3)cccc2C(=O)N([C@@H](C)CO)C[C@@H]1C	-2	·	7.1	-1	-6	-7	1
2	CCCC(=O)C1=C(N2CCCC2)CC(C)(C)C(C(=O)OC)C1=O (centres undefined)	1	·	·	-1	-1	-1	·
3	COCCN(CCOC)C(=O)[C@H](CCc1ccccc1)NC(=O)[C@H]1O[C@@H](n2cnc3c(N)ncnc32)[C@H](O)[C@@H]1O	-2	·	0.1	-12	0	11	·
4	Cc1ccc(C2=NOC(c3nnc(-c4ccccc4)o3)C2)cc1 (centres undefined)	·	-1	0.0	11	0	11	-4
5	C[C@@H]1CCCCO[C@@H](CN(C)Cc2ccncc2)[C@H](C)CN([C@H](C)CO)C(=O)c2cc(NC(=O)Nc3ccc(C(F)(F)F)cc3)ccc2O1	1	·	0.1	-1	0	5	1
6	CC(C)NC(=O)Nc1ccc2c(c1)CC(=O)N([C@H](C)CO)C[C@@H](C)[C@@H](CN(C)S(=O)(=O)c1cn(C)cn1)O2	-5	-11	-1.9	3	-1	1	-1
7	Cc1cc(C(=O)OCC(N)=O)c(C)n1-c1ccccc1	-2	·	·	10	6	7	0
8	COc1ccccc1CNC(=O)C1CCC(CNC(=O)[C@@H]2Cc3ccccc3CN2)CC1 (some centres undefined)	0	-12	·	6	-4	-1	-1
9	CCOC(=O)CSc1nnc(NC(=O)CN2CCN(C=O)CC2)s1	-7	5	-0.2	-9	-2	10	1
10	Cc1c(C(=O)O)cccc1-c1ccc(/C=C2/NC(=O)N(c3ccccc3)C2=O)o1	-1	·	-1.6	2	0	-7	·
11	CCOc1cc(/C=C2/NC(=O)N(CC(=O)OC)C2=O)ccc1O	-1	-14	-3.4	-4	3	8	-6
12	CN(C)CCN(C(=O)CCc1ccccc1)c1nc2c(F)cc(F)cc2s1	3	·	-0.3	2	-6	0	·
13	Cc1ccnc(NC(=O)CNC(=O)c2ccco2)c1	3	16	·	13	0	-9	-3
14	CO[C@@H]1CN(C)C(=O)c2cc(NC(C)=O)ccc2OC[C@@H](C)N(Cc2ccccc2C(=O)O)C[C@H]1C	0	-9	-0.1	-4	1	1	6
15	O=C(c1ccc2n[nH]nc2c1)N1CCN(c2ccc(C(F)(F)F)cn2)CC1	0	6	·	-3	8	18	-2
16	CC(C)(C)c1ccc(OCCC(=O)NCC(c2cccs2)N2CCOCC2)cc1 (centres undefined)	2	-28	0.3	0	0	7	-1
17	CN(C)c1ccc(CNc2nc3ccccc3n2C)cc1	·	-6	1.1	2	-3	-5	0
18	O=C(O)c1ccc(N2C(=O)/C(=C/C=C/c3ccccc3)SC2=S)cc1	5	·	·	-10	1	0	·
19	C=CCc1c(C)nc2c(C)cccc2c1SC(=N)N	-2	·	0.6	-1	-2	-2	-1
20	C[C@@H]1CN([C@@H](C)CO)C(=O)c2cc(NS(=O)(=O)c3cn(C)cn3)ccc2O[C@@H]1CN(C)C(=O)Nc1ccc2c(c1)OCO2	-6	-15	9.1	-11	0	2	-7
21	O=C(NCc1ccccc1)[C@H]1CCCN1C(=O)[C@H]1CCCN1C(=O)c1ccc(Cl)cc1	·	·	0.0	4	-2	44*	·
22	O=C(CCN1CCCCC1)NCC[C@@H]1CC[C@@H](NC(=O)C2CCCC2)[C@@H](CO)O1	-1	-7	-0.2	0	1	0	2
23	C[C@@H]1CN([C@H](C)CO)C(=O)c2cccc(NC(=O)C3CC3)c2O[C@@H]1CN(C)Cc1ccc(Cl)c(Cl)c1	1	-8	-0.5	-2	9	0	2
24	O=C(COC(=O)/C=C/c1ccc(Cl)cc1)NCc1cccs1	·	2	0.2	3	-12	1	3
25	COc1c(C)cc(C(=O)C2CCCN(C(=O)c3ccc4[nH]ccc4c3)C2)cc1C (centres undefined)	-6	-2	-0.3	18	-4	-2	0
26	COc1ccccc1C(=O)N/C(=C\c1cn(S(=O)(=O)N(C)C)c2ccccc12)C(=O)N1CCCCC1	-2	·	0.3	-1	1	0	·
27	Cc1oc(-c2cccc(Cl)c2)nc1CN1CCC(C(=O)N2CCN(c3ccccc3F)CC2)CC1	7	-26	0.1	4	-12	15	-1
28	N#C[C@@H]1[C@@H](c2ccc(-c3ccccc3)cc2)[C@@H](CO)N1C(=O)Cc1ccccc1	2	-7	-0.2	9	-6	-3	-2
29	Cc1ccc(N2C(=O)CSC2c2cccnc2)c(Cl)c1 (centres undefined)	10	·	·	3	-2	5	·
30	CCc1ccc(NC(=O)CCC(=O)c2ccccc2)cc1	-2	-4	·	3	-5	2	3

# Look-ups from the list.
# E-selectin induc result of CCOC(=O)CSc1nnc(NC(=O)CN2CCN(C=O)CC2)s1 reads -0.2
# E-selectin induc result of C[C@@H]1CN([C@@H](C)CO)C(=O)c2cc(NS(=O)(=O)c3cn(C)cn3)ccc2O[C@@H]1CN(C)C(=O)Nc1ccc2c(c1)OCO2 reads 9.1

# Reformatted with one line to a screen: entries from further up.
(18) O=C(O)c1ccc(N2C(=O)/C(=C/C=C/c3ccccc3)SC2=S)cc1
(19) C=CCc1c(C)nc2c(C)cccc2c1SC(=N)N
(20) C[C@@H]1CN([C@@H](C)CO)C(=O)c2cc(NS(=O)(=O)c3cn(C)cn3)ccc2O[C@@H]1CN(C)C(=O)Nc1ccc2c(c1)OCO2
(21) O=C(NCc1ccccc1)[C@H]1CCCN1C(=O)[C@H]1CCCN1C(=O)c1ccc(Cl)cc1
(22) O=C(CCN1CCCCC1)NCC[C@@H]1CC[C@@H](NC(=O)C2CCCC2)[C@@H](CO)O1
(23) C[C@@H]1CN([C@H](C)CO)C(=O)c2cccc(NC(=O)C3CC3)c2O[C@@H]1CN(C)Cc1ccc(Cl)c(Cl)c1
(24) O=C(COC(=O)/C=C/c1ccc(Cl)cc1)NCc1cccs1
Screen / compound no.	18	19	20	21	22	23	24
SIRT5 inh	5	-2	-6	·	-1	1	·
Statin myotox sup	·	·	-15	·	-7	-8	2
E-selectin induc	·	0.6	9.1	0.0	-0.2	-0.5	0.2
S100A4 MyoIIA	-10	-1	-11	4	0	-2	3
ERp5 block	1	-2	0	-2	1	9	-12
DENV2 CPE	0	-2	2	44*	0	0	1
PglD DTNB	·	-1	-7	·	2	2	3

# Going on with the list:
cpd	Structure	SIRT5 inh	Statin myotox sup	E-selectin induc	S100A4 MyoIIA	ERp5 block	DENV2 CPE	PglD DTNB
31	Cc1c(NC(=S)NC(=O)c2cc3ccccc3o2)c(=O)n(-c2ccccc2)n1C	6	·	-1.9	4	-3	3	·
32	O=C(c1ccc(Cl)cc1)C1CCN(C(=O)c2ccccc2F)CC1	3	6	·	-4	-3	0	1
33	Cc1nc2scc(C)n2c(=O)c1S(=O)(=O)NCc1ccccc1	-2	5	·	8	6	-1	6
34	CCCC1CCC(=NNS(=O)(=O)c2ccc(C)c([N+](=O)[O-])c2)CC1 (centres undefined)	1	·	·	-4	-10	-2	·
35	Cc1noc(C)c1C(=O)N(C)C[C@@H]1OCc2ccccc2-c2ccccc2C(=O)N([C@H](C)CO)C[C@H]1C	4	·	-0.1	2	0	2	0
36	COc1ccc(NC(=O)N(C)C[C@@H]2Oc3ccc(NC(=O)Nc4ccccc4)cc3C(=O)N([C@@H](C)CO)C[C@H]2C)cc1	-2	9	-0.3	-4	-4	?	3
37	C=CCn1c(CNS(=O)(=O)c2ccc(F)cc2)n[nH]c1=S	2	22	-0.1	10	-19	-2	-2
38	COc1ccc(NC(=O)CC2SC(=Nc3ccccc3)NC2=O)c(OC)c1 (centres undefined)	·	2	-0.1	3	14	-3	0
39	CCOc1ccc(OCC)c(NC(=O)CSCCc2ccccn2)c1	-8	-10	5.4	-1	5	-3	0
40	COc1cccc(CCc2nnc(CCC(=O)NCCc3cccc(C)n3)o2)c1	-3	3	1.7	-6	4	0	1
41	CCN(CC(=O)NCc1cccs1)C(=O)CCCOc1ccccc1	-4	-3	-0.4	4	1	4	-1
42	Cc1cccc(C)c1-n1nnnc1C1(C)CCC(=O)N1C1CC1 (centres undefined)	·	·	-0.1	-5	2	-2	·
43	COc1ccc2nc3ccccc3[n+]([O-])c2c1	·	6	-0.2	4	-10	3	-5
44	CN(Cc1cccc2cnccc12)C(=O)c1cc(COc2ccc(F)cc2Cl)on1	5	12	·	-3	6	2	8
45	Cc1cccc(NS(=O)(=O)c2ccc3c(c2)NC(=O)CC(=O)N3)c1	-4	-3	-0.1	-4	0	-2	-2
46	O=C(C1CC1)N1CC(=O)N2[C@H](C1)[C@@H](c1ccc(-c3ccccc3F)cc1)[C@@H]2CO	-3	·	-0.1	5	5	-8	·
47	CCCCCN(C(=O)CCC(=O)OCCOc1ccccc1Cl)c1c(N)n(CCCC)c(=O)[nH]c1=O	-2	4	·	15	-14	5	5
48	CCC(=O)N(C)C[C@@H]1Oc2cc(-c3ccccc3OC)ccc2S(=O)(=O)N([C@@H](C)CO)C[C@H]1C	-12	-43	0.4	8	-6	2	1
49	CC(C)CC#Cc1ccc2c(c1)O[C@@H](CN(C)S(=O)(=O)c1ccc(F)cc1)[C@H](C)CN([C@@H](C)CO)S2(=O)=O	-4	-71	-1.5	-16	-4	1	-3
50	CCCCc1nc(SCC(=O)N2CCCC2)c2c(=O)n(C)c(=O)n(C)c2n1	1	-4	0.3	5	1	11	-7
51	COc1ccc(CN(C)C[C@@H]2OCc3cnnn3CCCC(=O)N([C@@H](C)CO)C[C@H]2C)cc1	-2&0	6&-17&1	-0.1&0.0	1&1	-3&0	-2&-7	4&30
52	Cc1noc(C)c1S(=O)(=O)Nc1cccc2c1O[C@H](CN(C)Cc1ccc(C(=O)Nc3ccccc3N)cc1)[C@H](C)CN([C@H](C)CO)C2=O	·	·	0.9	1	-9	-9	·
53	CSc1nc2cc(S(=O)(=O)N3CCCCC3)ccc2s1	-3	9	0.1	-4	0	9	-1
54	O=C(NCCc1c[nH]c2ccccc12)N[C@@H](Cc1ccccc1)C(=O)O	-2	0	0.6	-1	1	-1	3
55	CC1(c2ccc([N+](=O)[O-])cc2)Nc2ccccc2S1 (centres undefined)	-2	18	·	-3	3	3	1
56	Cn1c(=O)oc2cc(S(=O)(=O)N3CCCC(C(=O)Nc4nccs4)C3)ccc21 (centres undefined)	0	14	0.2	0	5	-8	·
57	C[C@@H]1CN([C@H](C)CO)C(=O)CCCn2nncc2CO[C@H]1CN(C)C(=O)c1ccncc1	-2&-1&5	2&12&7	-0.1&-0.1	0&8&42	-2&-3&-1	?	0&-3&2
58	O=C1Cc2c([nH]c3ccc(Br)cc23)-c2ccccc2N1	-5	·	-0.3	1	-3	3	·
59	COc1cc(CC(=O)OCC(=O)N2CC(=O)Nc3ccccc32)cc(OC)c1OC	·	·	5.3	4	4	·	·
60	CCC(C)C(NC(=O)OC(C)(C)C)C(=O)NC(C(=O)NC(C)C(N)=O)C(C)C (centres undefined)	-6	·	5.4	-3	-4	5	·
61	Cc1cc(C(=O)CSc2nc(N)cc(=O)[nH]2)c(C)n1CC1CCCO1 (centres undefined)	-11	2	-0.1	-3	8	-6	4

# Only part of the results is shown (hit frequency here may not be typical).
